KOR beta-arrestin-1: KOR antagonists, beta-arrestin recruitment, cell-based, luminescence, uHTS (AID 1778). one-dose inhibition, % at 10 µM; IC50 in µM for titrated hits. KOR beta-arrestin recruitment, luminescence, antagonist mode; higher % means a stronger effect. actives 0.091% (n = 290,000); in the data active means inhibition above about 50%; further: strong numbers were not always called active
GPR35 arrestin U2OS: GPR35 antagonists blocking zaprinast-driven arrestin recruitment, primary screen, imaging, U2OS, beta-arrestin-GFP, zaprinast agonist (AID 2058) | U2OS GPR35 beta-arrestin-GFP translocation imaging, zaprinast antagonism; higher % means a stronger effect | one-dose inhibition, % at 10 µM; IC50 in µM for titrated hits | actives 0.052% (n = 290,000);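 active means inhibition of at least 50% with at least 30 cells and total cytoplasm GFP at most 10,000,000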
KOR beta-arrestin-2: KOR agonists, beta-arrestin recruitment, primary screen, cell-based, luminescence, uHTS (AID 1777); KOR beta-arrestin recruitment, luminescence; higher % means a stronger effect; activation, % at 10 µM, or EC50 in µM where a hit was titrated; actives 0.02% (n = 280,000); in the data active means activation above about 50%, passing the limit was not always enough; further: a part of the inactive calls stands beside numbers as strong as those of hits
HIV fusion peptide: cell-free HIV fusion peptide-binding blockers – biochemical, uHTS, fluorescence dequenching, primary screen (AID 1986); cell-free peptide binding, fluorescence dequenching, 30 min; higher % means a stronger effect; one-dose inhibition, % at 20 µM; IC50 in µM for titrated hits; actives 0.3% (n = 290,000); in the data active means inhibition mostly above about 52%, no sharp cut-off; inactive means mostly below about 76%; further: some results filed as inactive read as strong as hits
GPR55 activation: GPR55 agonists via beta-arrestin recruitment, primary screen, imaging, U2OS cells, beta-arrestin-GFP redistribution (AID 1961) | U2OS GPR55 beta-arrestin-GFP redistribution imaging; higher % means a stronger effect | one-dose activation, % at 10 µM; EC50 in µM for titrated hits | actives 0.048% (n = 290,000);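 active means activation above 40% with more than 50 cells counted in the well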;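 further: U2OS osteosarcoma cells stably expressing GPR55 and beta-arrestin-GFP; plate controls were DMSO negative control for no effect and LPI positive control for full effect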
GPR55 antagonists: GPR55 antagonists blocking LPI-driven arrestin recruitment, primary screen, imaging, U2OS, beta-arrestin-GFP, LPI agonist (AID 2013); U2OS GPR55 beta-arrestin-GFP translocation imaging, LPI antagonism; higher % means a stronger effect; one-dose inhibition, % at 10 µM; IC50 in µM for titrated hits; actives 0.13% (n = 290,000);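 active means spots per cell inhibited over 60%, with over 100 cells counted and total cytoplasm intensity under 500,000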;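 further: U2OS cells stably carrying GPR55 and arrestin-GFP stimulated by 5 µM LPI near EC80; imaged beta-arrestin-GFP aggregate spots per cell after agonist stimulation; plate controls were LPI-stimulated DMSO wells for no effect and DMSO wells without LPI for full effect; some results filed as inactive read as strong as hits; confirmed hits need IC50 under 10 µM and bright autofluorescent wells are also inconclusive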
AID2073: disruptors of CaV2.2 binding to Mint1 – biochemical, HTRF (AID 2073). HTRF protein-protein interaction, Mint1-CaV2.2; higher % means a stronger effect. one-dose inhibition, % at 20 µM; IC50 in µM for titrated hits. actives 0.19% (n = 290,000); in the data active means inhibition mostly above about 51%, no sharp cut-off; further: some results filed as inactive read as strong as hits
SIAH1 antagonists: blockers of Siah-1 interaction with plectin peptide – biochemical, fluorescence polarization, rhodamine-plectin, uHTS, primary screen (AID 1817). displacement, % at 20 µM, or IC50 in µM where a hit was titrated. actives 0.02% (n = 290,000). Siah-1 / rhodamine-plectin peptide fluorescence polarization; higher % means a stronger effect;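 active means displacement of at least 50% at 20 µM, with a fluorescence ratio check between 0.3 and a set limit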;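 further: plate controls were Siah plus tracer with DMSO for no effect and tracer alone without Siah for full effect; strong numbers were not always called active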
NOD1 NF-kB reporter: NOD1 signaling inhibitors, primary screen, cell-based, luminescence, uHTS (AID 1578); actives 1% (n = 290,000); one-dose inhibition, % at 4 µM; EC50 in µM for titrated hits; NOD1-driven NF-kB luciferase reporter cells, luminescence; higher % means a stronger effect; in the data active means inhibition mostly above about 36%, no sharp cut-off; inactive means mostly below about 34%;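 further: HEK-293T reporter cells stimulated with the NOD1 agonist gamma-tri-DAP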
* = called active by the depositor; / = no result given; [ ] = remark or other dose. Not all compounds are listed, so the mix of outcomes need not match the whole.

# | molecule | KOR beta-arrestin-1 | GPR35 arrestin U2OS | KOR beta-arrestin-2 | HIV fusion peptide | GPR55 activation | GPR55 antagonists | AID2073 | SIAH1 antagonists | NOD1 NF-kB reporter
1 | CCOc1ccc(NC(=O)CCC(=O)NNC(=O)Nc2cccc(Cl)c2)cc1 | -108%[20 µM] | 12% | -7.1% | -1.1% | 0.2% | 8% | 30% | 10% | -26%
2 | CCOC(=O)Cn1c(=O)n(C2CCCC2)c(=O)c2ccccc21 | 9% | 0% | 3.3% | -1.2% | -0.1% | 5% | 0% | 0% | -34%
3 | CCc1ccc(-n2c(SCC(=O)N3CCC(C(=O)O)CC3)nnc2-c2ccncc2)cc1 | -3% | 1% | -5.6% | 0.0% | 0.1% | -3% | 3% | 2% | -32%
4 | O=C(COc1ccc(C(=O)c2ccccc2)cc1)NCC(=O)Nc1ccccc1Br | -16% | 11% | 0.0% | -0.5% | 0.0% | -11% | 5% | -1% | -19%
5 | Cc1c(C(=O)Nc2ccc(F)cc2)nnn1-c1cccc(C(F)(F)F)c1 | -5% | 6% | -2.6% | 2.8% | -0.2% | 5% | 16% | 2% | -27%
6 | Cc1ccc(OCc2cc(C(=O)N3CC4C[C@@H]5CC3C[C@H](C4)C5)no2)cc1C | -16% | -1% | 1.7% | 3.8% | -0.2% | 10% | 4% | 2% | -40%
7 | C=CCC(=O)OCCCCCCOc1ccc(C(=O)O)cc1 | 6% | 13% | -0.3% | 4.3% | -0.3% | 3% | -2% | 13% | -7%
8 | COc1ccc(/C=N/Nc2c(Cl)cc(Cl)cc2Cl)cc1CN1CCOCC1 | / | -16% | -1.5% | 4.3% | -0.4% | 17% | -2% | 7% | 0%
9 | CCC(=O)c1ccc(O)cc1 | -22% | -3% | 6.2% | 2.1% | -0.1% | 7% | 0% | -4% | -34%
10 | Cc1cccc(C)c1NC(=O)CCCN1C(=O)C(c2ccccc2)Oc2cccnc21 (configuration not stated) | -1% | 7% | 1.4% | 0.2% | -0.2% | -2% | 21% | -2% | -12%

The list goes on, overlapping the part above by 5 compounds.
# | molecule | KOR beta-arrestin-1 | GPR35 arrestin U2OS | KOR beta-arrestin-2 | HIV fusion peptide | GPR55 activation | GPR55 antagonists | AID2073 | SIAH1 antagonists | NOD1 NF-kB reporter
6 | Cc1ccc(OCc2cc(C(=O)N3CC4C[C@@H]5CC3C[C@H](C4)C5)no2)cc1C | -16% | -1% | 1.7% | 3.8% | -0.2% | 10% | 4% | 2% | -40%
7 | C=CCC(=O)OCCCCCCOc1ccc(C(=O)O)cc1 | 6% | 13% | -0.3% | 4.3% | -0.3% | 3% | -2% | 13% | -7%
8 | COc1ccc(/C=N/Nc2c(Cl)cc(Cl)cc2Cl)cc1CN1CCOCC1 | / | -16% | -1.5% | 4.3% | -0.4% | 17% | -2% | 7% | 0%
9 | CCC(=O)c1ccc(O)cc1 | -22% | -3% | 6.2% | 2.1% | -0.1% | 7% | 0% | -4% | -34%
10 | Cc1cccc(C)c1NC(=O)CCCN1C(=O)C(c2ccccc2)Oc2cccnc21 (configuration not stated) | -1% | 7% | 1.4% | 0.2% | -0.2% | -2% | 21% | -2% | -12%
11 | NS(=O)(=O)c1ccc(NC(=S)NCC2CCCO2)cc1 (configuration not stated) | -2% | 6% | -3.9% | 0.6% | 0.8% | 12% | -10% | 0% | -23%
12 | CC(CSc1nnnn1-c1ccccc1)Cn1c(N2CCCC2)nc2c1c(=O)[nH]c(=O)n2C (configuration not stated) | -19% | -2% | -0.3% | -0.8% | -0.2% | 5% | 6% | 9% | -19%
13 | CCN1C(=O)N(CC)C(O)(c2ccccc2)C1(O)c1ccccc1 (configuration not stated) | 24% | 9% | -1.4% | 0.9% | 0.0% | 14% | 4% | 20% | -14%
14 | COc1ccc(C)cc1S(=O)(=O)N(C)CC(=O)NCc1ccncc1 | -7% | 8% | 2.9% | 1.3% | 0.3% | 10% | 1% | 3% | -11%
15 | COc1ccc(C(C(=O)NC2CCCCC2)N(C(=O)CCl)c2ccc(OC)cc2)cc1 (configuration not stated) | -3% | 6% | 4.9% | 1.3% | -0.2% | 15% | -7% | 6% | /
16 | O=C(NCc1ccccc1)C(=O)NCC1OCCN1S(=O)(=O)c1cccs1 (configuration not stated) | -20% | 23% | 0.2% | 0.3% | 0.6% | 1% | -2% | -1% | -19%
17 | CC(=O)NCCc1ccc(C(=O)Cn2cnc3ccccc3c2=O)cc1 | -7% | 3% | -3.4% | -2.3% | 0.0% | 6% | 16% | -1% | 13%
18 | O=C(CN1C(=O)COc2ccc(Cl)cc21)NCC1CCCO1 (configuration not stated) | -11% | 22% | -3.5% | -1.0% | -0.1% | 13% | 4% | -2% | -1%
19 | COc1ccc(-n2nc(C(=O)NCC(=O)N3CCCCC3)c3ccccc3c2=O)c(OC)c1 | -15% | 4% | 3.2% | -0.7% | -0.2% | 9% | 19% | -2% | -32%
20 | Cc1ccc(C(=O)Nc2ccccc2N2CCN(C(=O)C(C)C)CC2)cc1 | 14% | -16% | 13% | 17% | -0.1% | 8% | -3% | 1% | 12%
21 | COc1cccc(/C=N/NC(=S)NC2CC3CC2C2C=CCC32)c1O (configuration not stated) | 15% | -4% | -0.8% | -3.5% | -0.2% | -1% | 19% | 3% | -4%
22 | Cc1cc(C)c(C#N)c(SCc2ccc(F)cc2)n1 | -14%[20 µM] | 16% | -4.0% | 0.0% | -0.1% | -7% | 13% | -2% | -7%
23 | Cc1ccc(Cn2c(SCC(=O)N3CC(=O)Nc4ccccc43)nc3ccccc3c2=O)cc1 | -19% | -12% | 6.8% | -0.6% | -0.2% | 24% | 1% | 2% | 34%
24 | CCOC(=O)C1C2C=CC3(CN(c4cccc(Cl)c4)C(=O)C13)O2 (configuration not stated) | 0% | -12% | -1.9% | 2.1% | -0.1% | -1% | 4% | -2% | -29%
25 | CC1CCCC(NC(=O)CCNS(=O)(=O)c2ccc(Br)cc2)C1C (configuration not stated) | -15% | -3% | 4.9% | 1.1% | 1.4% | -2% | -11% | 2% | -3%
26 | COc1ccc(Cl)cc1C(=O)NCc1ccco1 | 4% | 5% | 2.3% | -0.6% | -0.3% | -6% | 0% | 4% | -11%
27 | CSc1ccc(Cl)c(C(=O)OCC(=O)NCc2ccco2)c1 | 6% | -3% | -4.3% | 12% | -0.1% | -13% | 14% | 3% | -4%
28 | CN(C)/N=C/c1cn(-c2ccccc2)nc1-c1cccnc1 | -3% | -3% | -6.9% | -2.2% | 0.5% | 5% | 4% | 5% | -19%
29 | CCCc1ncc(C(=O)c2ccc(OC)cc2)n1C | -8% | -2% | 0.8% | -1.2% | -0.1% | 1% | -2% | 4% | -15%
30 | COc1ccc(S(=O)(=O)N2CCC(NC(=O)c3ccccc3)CC2)cc1 | -8% | -17% | -2.8% | 1.1% | 0.0% | 2% | -4% | 7% | -14%
31 | NC(=O)c1ccsc1NC(=O)COC(=O)COc1ccccc1F | -9% | -16% | -3.7% | 1.9% | 0.2% | -1% | 4% | 8% | -8%
32 | S=C(NCc1ccc(Cl)cc1)Nc1ccccc1 | -10% | 10% | 0.3% | -4.3% | -0.2% | 8% | -12% | 2% | 28%
33 | N#CCCN1CCNCC1 | -11% | -5% | -0.2% | 0.0% | -0.1% | 58% | -9% | -1% | -4%
34 | COc1cccc(C(=O)NNC(=O)C(=O)Nc2ccc(OC)cc2OC)c1 | 10% | 5% | -0.5% | -1.7% | -0.1% | 4% | 4% | -9% | -31%
35 | COC(=O)c1c(NC(=O)CSc2nnc(CNc3ccc(Cl)cc3)o2)sc(C)c1C | -21% | -9% | -0.1% | 2.3% | -0.2% | -2% | -8% | 2% | -6%
36 | CCCn1c(SCC(=O)Nc2ccccc2N2CCCCC2)nc2c1c(=O)n(C)c(=O)n2C | -4% | 6% | 8.7% | -2.0% | 11% | -9% | -6% | 0% | -9%
37 | Cc1nn(-c2ccccc2)c(Cl)c1C(=O)N1CCN(C)CC1 | 6% | -13% | -7.2% | 2.7% | 1.7% | 0% | 2% | 2% | -22%
38 | Cc1ccc(S(=O)(=O)N2CCC(C(=O)OCC(=O)N3CCc4ccccc43)CC2)cc1 | 6% | 4% | 1.7% | 0.2% | -0.3% | 0% | -6% | -4% | -15%
39 | N#CCC1c2ccccc2CCN1C(=O)Nc1ccc(C(F)(F)F)cc1 (configuration not stated) | -19% | 12% | 0.0% | 1.9% | 0.3% | 11% | 4% | 3% | -12%
40 | O=S(=O)(NCc1ccccc1Br)c1cccs1 | -28% | -6% | 0.4% | 1.8% | -0.2% | -7% | -1% | -9% | -5%

Another view of part of the listing above:
24. CCOC(=O)C1C2C=CC3(CN(c4cccc(Cl)c4)C(=O)C13)O2 (configuration not stated)
39. N#CCC1c2ccccc2CCN1C(=O)Nc1ccc(C(F)(F)F)cc1 (configuration not stated)

Screen / compound no.	24	39
KOR beta-arrestin-1	0%	-19%
GPR35 arrestin U2OS	-12%	12%
KOR beta-arrestin-2	-1.9%	0.0%
HIV fusion peptide	2.1%	1.9%
GPR55 activation	-0.1%	0.3%
GPR55 antagonists	-1%	11%
AID2073	4%	4%
SIAH1 antagonists	-2%	3%
NOD1 NF-kB reporter	-29%	-12%

Carrying on:
# | molecule | KOR beta-arrestin-1 | GPR35 arrestin U2OS | KOR beta-arrestin-2 | HIV fusion peptide | GPR55 activation | GPR55 antagonists | AID2073 | SIAH1 antagonists | NOD1 NF-kB reporter
41 | O=C(Nc1ccc(Cl)cc1)Nc1cccc2nsnc12 | 19% | 10% | 2.8% | 1.0% | -0.1% | 11% | 25% | 7% | -8%
42 | O=C(Cc1cccs1)NCc1ccccc1Br | -19% | -20% | 0.9% | -0.8% | 0.0% | 4% | -5% | 1% | -2%
43 | COc1ccc2[nH]c(C)c(C(=O)CN3CCN(C(=O)c4ccco4)CC3)c2c1 | -10% | -7% | 2.2% | -3.0% | 0.0% | 12% | -13% | 4% | -42%
44 | O=C1OC(c2ccc(O)cc2)(c2ccc(O)cc2)c2ccccc21 | -20% | 2% | 3.6% | 0.1% | -0.1% | 6.7µM* | 2% | 2% | 14%
45 | CSc1nc2[nH]ncc2c(=O)[nH]1 | -1% | -9% | -2.1% | -1.5% | 0.8% | 3% | -5% | 3% | -22%
46 | CCOC(=O)CCNC(=O)N1CCCC(CNS(=O)(=O)Cc2ccccc2)C1 (configuration not stated) | 8% | 0% | -3.7% | -0.7% | 1.2% | 9% | 4% | 10% | -19%
47 | Cc1cc(NC(=O)c2ccc(C)o2)no1 | 6% | -17% | -2.7% | -0.8% | -0.2% | 6% | 5% | -6% | -15%
48 | CC(=O)c1ccc(N2CCN(C(=S)Nc3ccccc3)CC2)cc1 | 30% | 8% | -4.2% | -1.4% | 0.8% | -1% | 5% | 0% | -28%
